PfM18AAP inh: PfM18AAP enzyme inhibition | recombinant PfM18AAP, H-Glu-NHMec fluorogenic cleavage | inhibition, % at 7.35 µM | hit rate 1.2% among 290,000 | AID 1822;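 active = inhibition above the campaign mean inhibition over all tested compounds plus 3 SD, cut at about 28% in these data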;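 note: 0% = plate median of test compound wells and 100% = 2 mM ZnCl2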
IDE act: IDE (human) activation, cell-based. P14735. HEK cells, FAbeta-B cleavage, fluorescence polarization; 0% vehicle, 100% cell-free pure enzyme wells. activation, % at 5.96 µM. hit rate 0.073% among 340,000. AID 493087;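 active = activation above the mean of all tested compounds plus 3 SD, set per screening campaign, cut at about 17% in these data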
IDE cell inh: inhibits human insulin-degrading enzyme in HEK cells; P14735; FAbetaB cleavage, fluorescence polarization; inhibition, % at 5.59 µM; hit rate 0.41% among 320,000; AID 434962;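 active = percent inhibition above the average of all tested compounds plus 3 SD, set per screening campaign, cut at about 16% in these data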;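 note: IDE supplied by intact live HEK cells; FP after avidin binding of uncleaved biotin substrate so inhibition keeps polarization high; 0% = DMSO wells and 100% = 60 µM reference IDE inhibitor Ii1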
VIM-2 inhibitor: blocks Pseudomonas aeruginosa VIM-2 metallo-beta-lactamase | purified VIM-2, nitrocefin hydrolysis, epi-absorbance fluorescence | inhibition, % at 5.6 µM | hit rate 0.89% among 290,000 | AID 1527;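 active = inhibition above the mean of all tested compounds plus 3 SD, cutoff set per screening run, cut at about 7.5% in these data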;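 note: red hydrolysis product quenches plate fluorescence so inhibitors raise well fluorescence; 0% = enzyme with DMSO and 100% = DMSO without enzyme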
pCIP destab: lowers stability of the mouse p/CIP coactivator protein; hit rate 0.01% among 290,000; Q05BA5; decrease of EGFP signal, % at 10 µM; AID 1984; F442A p/CIP-EGFP cells, EGFP fluorescence, 16 h;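 active = EGFP signal decrease of at least 30% at 10 µM or well 3 SD below plate mean, unless failing retest; inactive = the rest, including hits failing retest or dose response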; note: some compounds called inactive have numbers as strong as hits; many of its hits are not listed in these tables
GPR7 antagonist: human neuropeptides B/W receptor 1 antagonism; hit rate 1.1% among 290,000; GPR7-expressing cells, fluorescence antagonist assay; inhibition, % at 4.4 µM; in the data active = inhibition above about 16%, passing the limit was not always enough;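 note: cells stimulated with the agonist NPW; 0% = agonist with vehicle and 100% = vehicle without agonist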
Target sequence (P48145 whole entry, looked up): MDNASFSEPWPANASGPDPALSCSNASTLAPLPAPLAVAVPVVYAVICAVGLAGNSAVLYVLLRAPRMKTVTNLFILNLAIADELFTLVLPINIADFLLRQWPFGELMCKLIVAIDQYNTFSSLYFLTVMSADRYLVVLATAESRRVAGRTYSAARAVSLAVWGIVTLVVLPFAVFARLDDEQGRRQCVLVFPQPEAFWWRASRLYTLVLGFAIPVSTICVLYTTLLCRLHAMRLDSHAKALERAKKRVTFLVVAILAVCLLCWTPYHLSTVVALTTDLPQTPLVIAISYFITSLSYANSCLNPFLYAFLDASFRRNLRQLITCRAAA
IMP-1 inh: inhibitors of Pseudomonas aeruginosa IMP-1 metallo-beta-lactamase | purified IMP-1, nitrocefin hydrolysis, epi-absorbance fluorescence | inhibition, % at 5.6 µM | hit rate 0.45% among 290,000 | AID 1556;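 active = inhibition above the mean plus 3 SD of all compounds in the same screening run, cut at about 4.5% in these data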;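 note: 0% = IMP-1 with DMSO and 100% = DMSO wells lacking enzyme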
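Material – recombinant IMP-1 enzyme, purified · Amount – IMP-1 0.2 nM before substrate addition · Medium – HEPES buffer pH 7.1 with ZnSO4 and Brij 35 · Timing – 25 °C, 15 min preincubation, 25 min reaction · Measured by – plate fluorescence quenching by hydrolysis product, ex 480/em 530 nm · Read-out – percent enzyme inhibition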
NALP1 yeast inh: blocks the NALP1 inflammasome reconstituted in yeast; AID 2071; S. cerevisiae NALP1/ASC/caspase-1 growth, X-gal OD620, 72 h; inhibition, % at 10 µM; hit rate 0.61% among 280,000; in the data active = inhibition mostly above about 24%, no sharp cut-off; inactive = mostly below about 32%; note: some compounds called inactive have numbers as strong as hits
PHOSPHO1 block: blocks human PHOSPHO1 phosphatase activity; Q8TCT1; recombinant PHOSPHO1, absorbance phosphatase assay; inhibition, % at 13.3 µM; hit rate 1.1% among 290,000; AID 1565; in the data active = inhibition above about 60%
Target sequence (Q8TCT1 whole entry, looked up): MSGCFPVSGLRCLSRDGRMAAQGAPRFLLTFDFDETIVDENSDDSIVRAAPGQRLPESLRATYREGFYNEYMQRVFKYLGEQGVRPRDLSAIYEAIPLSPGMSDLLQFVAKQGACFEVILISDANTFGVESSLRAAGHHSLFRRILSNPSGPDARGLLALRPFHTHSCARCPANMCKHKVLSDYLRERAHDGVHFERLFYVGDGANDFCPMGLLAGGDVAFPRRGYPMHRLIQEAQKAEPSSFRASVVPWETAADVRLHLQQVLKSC
* hit, by the source's call; x = not tested or not shown. Compounds as they come; about 5.3% have a hit in one of these screens.

| No. | structure | GPR7 antagonist | VIM-2 inhibitor | IDE cell inh | NALP1 yeast inh | IMP-1 inh | pCIP destab | PHOSPHO1 block | PfM18AAP inh | IDE act |
| --- | --- | --- | --- | --- | --- | --- | --- | --- | --- | --- |
| 1 | CC1CN(S(=O)(=O)c2ccc(Cl)c(S(=O)(=O)N3CC(C)OC(C)C3)c2)CC(C)O1 (stereo unspecified) | -8 | -1.4 | 3 | -14 | -1.0 | -17 | -20 | -3 | 4 |
| 2 | Cn1ccnc1SCc1cn2ccccc2n1 | 8 | 5.7 | -1 | -17 | -7.2 | -3 | 26 | 4 | 0 |
| 3 | Cc1ccccc1Nc1c(-c2ccccc2)nc2ncccn12 | -3 | 0.9 | -6 | 23 | 0.8 | -4 | 20 | 4 | 11 |
| 4 | COc1cc(/C=N/n2nnnc2N)ccc1OCc1c(C)no[n+]1[O-] | -3 | 0.4 | 1 | 23 | -1.7 | -4 | 1 | -3 | 5 |
| 5 | COc1cc(NC(=O)c2cccc(Cl)c2)c(OC)cc1NC(=O)CN1CCCCC1 | -21 | -1.4 | -3 | -2 | -2.2 | -9 | -12 | 2 | 4 |
| 6 | CCN(CC)S(=O)(=O)c1cc(F)ccc1OC | -12 | 1.2 | -5 | 10 | -2.1 | -7 | -6 | -11 | 0 |
| 7 | O=c1nc(-c2ccccc2)c2ccccc2[nH]1 | -12 | 0.1 | -1 | 12 | -1.2 | -7 | -9 | 0 | 3 |
| 8 | O=C(c1cnn2c(C(F)F)cc(-c3ccccc3)nc12)N1CCOCC1 | -8 | 0.2 | -2 | 2 | -1.8 | -9 | 6 | -6 | 1 |
| 9 | CCOC(=O)N1CCC(Nc2c(NCCCN3CCN(C4CCCCC4)CC3)c(=O)c2=O)CC1 | 1 | -1.1 | 0 | 10 | -0.6 | 12 | -10 | -1 | 3 |
| 10 | COc1cccc(CN2CCN(CCCc3ccccc3)C(CCO)C2)c1O (stereo unspecified) | -12 | -0.6 | -3 | -28 | -1.5 | 4 | x | 6 | -3 |
| 11 | CSc1ccc(/C=N/n2c(COc3ccccc3)n[nH]c2=S)cc1 | -5 | -5.0 | 7 | -8 | -5.6 | -3 | 14 | 1 | -2 |
| 12 | COc1ccc(/C=N/NC(=O)c2cccnc2)cc1CN1CCCc2ccccc21 | -11 | -4.5 | 3 | 20 | -4.9 | 13 | -4 | -1 | -3 |
| 13 | Cc1ccc(NC(=O)CSc2nc3ccccc3c3nc4ccccc4n23)cc1 | -1 | 0.5 | 0 | 13 | -1.0 | 0 | 2 | 1 | 3 |
| 14 | COc1ccc(-c2cc(N3C(=O)Nc4ccccc4N3O)n[nH]2)cc1 | 1 | -3.4 | 5 | 6 | -1.9 | -4 | -7 | -5 | 0 |
| 15 | Cc1cc(OCC(=O)NNC(=S)NC(=O)c2cccs2)ccc1Cl | -19 | -6.1 | x | 5 | -6.2 | -5 | 22 | 5 | 6 |
| 16 | O=C1N2CCSC2=NC1(NS(=O)(=O)c1ccccc1)C(F)(F)F (stereo unspecified) | -8 | -4.2 | 1 | 9 | -2.1 | -1 | 8 | -12 | -5 |
| 17 | COc1cc(O)oc1C=Nc1ccc(Cl)cc1 | 0 | 3.2 | 2 | 21 | -3.0 | -5 | 37 | -9 | -1 |
| 18 | CCOc1ccc(Nc2nc(NCCN3CCOCC3)nc(OC)n2)cc1 | -9 | 42* | -8 | 22 | 38* | -3 | 4 | -4 | -1 |
| 19 | O=C(/C=C/c1ccccc1)N1CCOCC1 | 0 | 0.1 | 1 | 3 | 0.1 | -4 | 11 | -8 | 0 |
| 20 | CCOC(=O)Cn1nc(C(F)F)c(Br)c1C | -3 | -2.5 | 1 | 4 | -2.3 | -3 | -10 | -5 | 2 |
| 21 | Cc1cc[n+](-c2nc([O-])sc2/C=N/Nc2ccc([N+](=O)[O-])cc2)cc1 | -12 | -4.0 | 5 | -16 | -3.3 | -7 | 49 | 0 | 2 |
| 22 | O=C(CCCCCN1C(=O)[C@@H]2Cc3ccccc3CN2C1=O)NCCc1ccccc1 | 4 | -1.3 | 2 | 9 | -1.3 | 7 | 33 | 2 | -1 |
| 23 | Cc1nc2ccc(C(=O)Nc3cccc([N+](=O)[O-])c3)cc2s1 | -3 | -2.2 | -1 | 6 | -3.2 | -6 | 48 | 1 | -2 |
| 24 | Cc1ccc(NC(=S)NNC(=O)c2ccco2)cc1 | -10 | -3.1 | 7 | 1 | -3.7 | -14 | 57 | 2 | -1 |
| 25 | Cc1cc(O)cc2c(=O)c3ccccc3sc12 | -7 | 6.0 | -2 | 7 | -1.8 | 4 | 32 | 20 | 2 |
| 26 | COc1cccc(CC(=S)N2CCOCC2)c1 | -5 | -4.5 | 4 | -66 | -4.0 | -8 | -1 | 1 | -2 |
| 27 | COc1cc(/C=C/C(=O)OCC(=O)NC(=O)NC2CCCCC2)ccc1OC(F)F | -26 | -1.7 | 3 | 0 | -4.3 | -10 | 48 | 0 | -2 |
| 28 | CN(C)c1ccc(C(O)P(=O)(OCc2ccccc2)c2ccc(N(C)C)cc2)cc1 (stereo unspecified) | -4 | -2.0 | 1 | 20 | -1.8 | -4 | 42 | 0 | x |
| 29 | C=CCOc1c(Cl)cc(CNn2cn[nH]c2=S)cc1OC | -10 | -4.1 | 6 | -34 | -4.3 | 12 | -16 | 16 | 2 |
| 30 | Cc1nn(C(=O)c2ccco2)c(C)c1Sc1ccc([N+](=O)[O-])cc1 | 2 | 0.9 | 1 | 10 | -0.4 | -8 | -6 | -12 | 2 |
| 31 | CC(C(=O)N1CC2(C)CC1CC(C)(C)C2)N1C(=O)c2ccccc2C1=O (stereo unspecified) | -12 | -1.3 | 2 | x | -2.2 | -5 | -7 | -12 | 5 |
| 32 | C=CCN1C(=O)c2ccc(C(=O)N(C)CC(=O)Nc3cccc(F)c3)cc2C1=O | -18 | -4.7 | 1 | -4 | -3.4 | 2 | 18 | 2 | 1 |
| 33 | COc1cc(NC(=O)c2ccc(Br)o2)c(C(=O)O)cc1OC | -10 | -1.9 | -3 | 12 | -2.4 | 2 | -5 | -2 | 0 |
| 34 | Cc1ccc(/C=C/C(=O)Nc2cc(=O)n(C)c(=O)n2C)o1 | 2 | -1.9 | -3 | 35 | -3.5 | -2 | -8 | -10 | -1 |
| 35 | Clc1ccc(-c2ccc(/C=N/Nc3cc(N4CCOCC4)nc(N4CCOCC4)n3)o2)cc1 | -7 | -2.2 | 14 | 11 | -2.7 | 0 | -5 | 0 | -7 |
| 36 | COc1cc(C(=O)N/C(=C\c2cn(C)c3ccccc23)C(=O)NCCN2CCOCC2)cc(OC)c1OC | -5 | 0.8 | 3 | 29 | -0.6 | -4 | 24 | -8 | 4 |
| 37 | O=C(O)c1ccc(CSc2nnnn2C2CCCCC2)cc1 | -12 | -2.9 | -1 | 24 | -5.7 | -2 | -10 | 6 | 0 |
| 38 | Cc1cc(C)nc(SCC(=O)NC2=NC(=O)C(C)S2)n1 (stereo unspecified) | -12 | -1.9 | -1 | x | -0.8 | -7 | 16 | 4 | x |
| 39 | O=[N+]([O-])/C(C=Nc1ccccc1O)=C\Nc1ccccc1O | 0 | -2.6 | x | 29 | -4.2 | -13 | 8 | 34* | 0 |
| 40 | c1cncc(-c2nnc(SCCSc3nnc(-c4cccnc4)o3)o2)c1 | -9 | -0.1 | x | x | 0.3 | x | x | -7 | x |
| 41 | O=C(Cc1cccs1)NCCc1cn2ccccc2n1 | -14 | -1.4 | 5 | 2 | -1.8 | -5 | 8 | 1 | 3 |
| 42 | Cc1cccc(/C(N)=N/OC(=O)CCCN2C(=O)c3ccccc3C2=O)c1 | -8 | -2.7 | 1 | 10 | -3.3 | -5 | 41 | 7 | 6 |
| 43 | CCCc1cc(=O)n2[nH]c(C)c(-c3ccc(OC)cc3)c2n1 | -19 | -1.4 | 2 | 21 | -3.5 | -6 | 24 | 0 | -1 |
| 44 | NC(=O)COC(=O)c1cc(=O)[nH]c2ccccc12 | -10 | -2.8 | 1 | -2 | -3.2 | -5 | 45 | 2 | 1 |
| 45 | CCOC(=O)C1CCN(c2cc(=O)n(-c3ccccc3Cl)c(=O)[nH]2)CC1 | -11 | -1.9 | -4 | 2 | -2.5 | 8 | -14 | 1 | 2 |
| 46 | CC(Sc1nc2ccccc2[nH]1)C(=O)NC1CCCCC1C (stereo unspecified) | -16 | -1.6 | 0 | 8 | -0.8 | -14 | 29 | 4 | 0 |
| 47 | CC(C)CN(C(=O)COC(=O)CNC(=O)c1ccc(Cl)cc1)C1CCS(=O)(=O)C1 (stereo unspecified) | -7 | 1.3 | 9 | 9 | -3.4 | 25 | -24 | -6 | 0 |
| 48 | COC(=O)Cn1ncc(N2CC(C)OC(C)C2)c(Cl)c1=O (stereo unspecified) | 12 | -0.9 | 0 | 10 | -1.5 | -18 | 26 | -9 | -2 |
| 49 | CC(=O)c1cc(C(=O)N2CCc3c([nH]c4ccccc34)C2CC(C)C)[nH]n1 (stereo unspecified) | -12 | -1.9 | -3 | 3 | -1.8 | 3 | 24 | 1 | 8 |
| 50 | CC(C)NC(=O)CCN1C(=O)c2ccccc2Sc2ncccc21 | -11 | -1.6 | 8 | 14 | -1.8 | -1 | 22 | 2 | 2 |

Reformatted with two lines to a compound: 4 of the compounds above
The line under a structure holds: GPR7 antagonist	VIM-2 inhibitor	IDE cell inh	NALP1 yeast inh	IMP-1 inh	pCIP destab	PHOSPHO1 block	PfM18AAP inh	IDE act
#46 CC(Sc1nc2ccccc2[nH]1)C(=O)NC1CCCCC1C (stereo unspecified)
 : -16	-1.6	0	8	-0.8	-14	29	4	0
#41 O=C(Cc1cccs1)NCCc1cn2ccccc2n1
 : -14	-1.4	5	2	-1.8	-5	8	1	3
#42 Cc1cccc(/C(N)=N/OC(=O)CCCN2C(=O)c3ccccc3C2=O)c1
 : -8	-2.7	1	10	-3.3	-5	41	7	6
#44 NC(=O)COC(=O)c1cc(=O)[nH]c2ccccc12
 : -10	-2.8	1	-2	-3.2	-5	45	2	1

Carrying on.
| No. | structure | GPR7 antagonist | VIM-2 inhibitor | IDE cell inh | NALP1 yeast inh | IMP-1 inh | pCIP destab | PHOSPHO1 block | PfM18AAP inh | IDE act |
| --- | --- | --- | --- | --- | --- | --- | --- | --- | --- | --- |
| 51 | Cc1cc(NC(=O)CSc2nc(-c3cccnc3)ccc2C#N)no1 | -14 | -1.6 | 4 | 19 | -2.1 | -7 | 6 | 4 | 8 |
| 52 | Cc1cccc(C(C(=O)NC2CCCCC2)N(C(=O)c2csnn2)C2CC2)c1 (stereo unspecified) | -6 | -4.1 | 1 | 16 | -2.2 | -11 | 35 | 11 | 10 |
| 53 | CCOc1ccc(NC(=O)c2cccc3c2C(=O)N(CCOC)C3)cc1 | -1 | 2.5 | -2 | -13 | -0.3 | -5 | -1 | -18 | 1 |
| 54 | O=C(/C=C/c1ccco1)N(Cc1cccc(Cl)c1)C1CCS(=O)(=O)C1 (stereo unspecified) | -9 | -1.6 | -3 | 21 | -5.5 | -10 | 32 | -7 | -2 |
| 55 | O=C(O)c1cnn2c(-c3ccc(F)cc3)ccnc12 | -11 | -4.2 | -4 | -13 | -3.4 | 0 | -16 | 5 | 0 |
| 56 | CCOCCCNCc1ccc(Cl)cc1 | 0 | -1.0 | 1 | 19 | -2.0 | 9 | 0 | -12 | 2 |
